# Assay outcomes: PubChem BioAssay, National Center for Advancing Translational Sciences (NCATS)
# S3 lipid droplet = qHTS Assay for Lipid Storage Modulators in Drosophila S3 Cells. Drosophila S3 cells, BODIPY lipid droplet fluorescence, 18-24 h; cells fed with added oleic acid. lipid storage change, negative = inhibition, % at the top dose, mostly 46.1 µM; hits show Potency in µM. 320,000 tested, 0.64% active. AID 2685; active = well fitted inhibition curve with a large enough effect in the signal ratio, with a control signal flat, not every such curve was filed as active; inconclusive = small, poorly fitted or top-dose-only effect, or effect the other way, or a change in a side signal; the % refers to the signal ratio
#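 Drosophila S3 cells loaded with oleic acid (400 uM, as added) and compounds at several concentrations; lipid droplets imaged by 488-nm laser-scanning cytometry, 500–530 nm intensity and object ratio to cell channel. Percent activity normalized to 20 uM Triacsin C.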
# S3 lipid droplet cell count max = recorded beside S3 lipid droplet, whose call it bears; cell number change, %; measured here: cell count max response;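 cells counted by Cell Tracker Red CMTPX staining in the red channel; peak over a dose series mostly up to 46.1 µM; percent activity relative to internal control wells on each plate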
# * = called active by the depositor; i = inactive; ? = inconclusive; / = no result given; [ ] = another dose, or the depositor's remark. % is scaled to controls: 0 for no effect and ±100 for the full control effect; potency is read from the fitted curve at half-maximal effect. An excerpt; rates above refer to the full screens.
SMILES,S3 lipid droplet,S3 lipid droplet cell count max
CCN(CC)S(=O)(=O)c1ccc2c(c1)N(CC(=O)NCCc1ccc(S(N)(=O)=O)cc1)C(=O)CO2,-2.5%,-9.9
Nc1nonc1-c1noc(N2CCCCC2)n1,?,/
CCc1cccc(OCCn2nc(C(=O)O)c3ccccc3c2=O)c1,?,/
COC(=O)CCC(=O)NNC(=O)C1CC1(c1ccccc1)c1ccccc1 (centres undefined),6.3%,-1.0
Cc1ccc(S(=O)(=O)N2CCCC(C(=O)Nc3ccc(C(=O)O)cc3)C2)cc1Cl (centres undefined),?,/
Cc1ccc(C)n1-c1nn(S(=O)(=O)c2ccccc2)c2cccc(F)c12,?,/
Cc1sc(NC(=O)CCC(=O)O)c(C(N)=O)c1-c1ccccc1,?,/
Cc1ccc(NC(=O)COC(=O)c2ccc(S(=O)(=O)N3CCCCC3)cc2)cc1,-14.7%,-1.4
Cc1c(CN2CCCC(C(=O)c3cccc(OC(C)C)c3)C2)c(=O)n(-c2ccccc2)n1C (centres undefined),5.8%,1.9
Nc1c(C(=O)CSc2nc3ccccc3o2)c(=O)[nH]c(=O)n1C1CC1,?,/
COc1ccc(C2(O)CCN(Cc3nnnn3Cc3ccc(F)cc3)CC2)cc1,6.7%,-8.3
COc1ccccc1CNC(=O)CSc1ccc(-c2ccccn2)nn1,-16.0%,6.2
COc1ccc(C(CC(=O)O)NC(=O)Cc2ccccc2)cc1OC (centres undefined),-1.1%,11.5
Cc1ccc(C(=O)CCC(=O)OCC(=O)Nc2ccccc2SCC#N)cc1,-8.1%,-11.6
CC1CN(C2CCN(S(=O)(=O)c3ccccc3)CC2)CC(C)O1 (centres undefined),?,/

# An excerpt from further up, as a working copy:
SMILES,S3 lipid droplet,S3 lipid droplet cell count max
CCc1cccc(OCCn2nc(C(=O)O)c3ccccc3c2=O)c1,?,/
COC(=O)CCC(=O)NNC(=O)C1CC1(c1ccccc1)c1ccccc1 (centres undefined),6.3%,-1.0
Cc1ccc(S(=O)(=O)N2CCCC(C(=O)Nc3ccc(C(=O)O)cc3)C2)cc1Cl (centres undefined),?,/
Cc1ccc(C)n1-c1nn(S(=O)(=O)c2ccccc2)c2cccc(F)c12,?,/
Cc1sc(NC(=O)CCC(=O)O)c(C(N)=O)c1-c1ccccc1,?,/
Cc1ccc(NC(=O)COC(=O)c2ccc(S(=O)(=O)N3CCCCC3)cc2)cc1,-14.7%,-1.4
Cc1c(CN2CCCC(C(=O)c3cccc(OC(C)C)c3)C2)c(=O)n(-c2ccccc2)n1C (centres undefined),5.8%,1.9

# Next part:
SMILES,S3 lipid droplet,S3 lipid droplet cell count max
Cc1ccc(-c2nn(-c3ccccc3)cc2/C=N/NC(=O)c2ccc(Br)o2)cc1,?,/
CCCCC(c1nnnn1CCOC)N1CCN(C(=O)c2ccco2)CC1 (centres undefined),i,21.6
COc1ccccc1N(C)S(=O)(=O)c1ccc(C(=O)OCC(=O)Nc2cc(C)on2)cc1,-2.0%,-6.8
CC(=O)c1ccc(-c2ccc(C(=O)NCC(c3ccc(F)cc3)N3CCOCC3)o2)cc1 (centres undefined),?,/
CC(C)c1cc(C(=O)NCc2cccnc2)no1,3.9%,-13.2
Cc1ccc(Oc2ncccc2CO)cc1,-12.6%,-5.9
COCCNC(=O)Cn1c(=O)n(CCC(=O)NCCc2ccccc2)c(=O)c2ccccc21,1.4%,-6.7
CCOC(=O)N1CCN(S(=O)(=O)c2ccc(C(=O)Nc3sc4c(c3C(N)=O)CC(C)(C)NC4(C)C)cc2)CC1,i,26.2
C/C(=N\NC(=O)C1CCCN(S(=O)(=O)c2ccccc2)C1)c1ccncc1 (centres undefined),?,/
COC(=O)c1ccc(C)c(NC(=O)Cn2cnc3ccccc3c2=O)c1,?,/
CC1=CC2=NCC(O)CN2C=C1 (centres undefined),?,/
Cn1c(=O)[nH]c(=O)c2c1nc(NCCCn1ccnc1)n2Cc1ccccc1,11.9%,/
O=C(COC(=O)c1n[nH]c2ccccc12)NCc1ccccc1,?,/
COc1ccc(NC(=O)CSc2ncnc3c2cnn3Cc2ccccc2)cc1,?,/
CCCCn1c2ccc(C)cc2c2nnc(SCCN3CCCCC3)nc21,?,/

# Reprinted at random: 3 records from the list
SMILES,S3 lipid droplet,S3 lipid droplet cell count max
COC(=O)c1ccc(C)c(NC(=O)Cn2cnc3ccccc3c2=O)c1,?,/
COc1ccc(NC(=O)CSc2ncnc3c2cnn3Cc2ccccc2)cc1,?,/
Cc1ccc(-c2nn(-c3ccccc3)cc2/C=N/NC(=O)c2ccc(Br)o2)cc1,?,/

# (cont.)
SMILES,S3 lipid droplet,S3 lipid droplet cell count max
O=C(Nc1cc(F)ccc1F)C1CCN(S(=O)(=O)c2cccc3nonc23)CC1,?,/
COc1ccccc1C(=O)NC(=O)COC(=O)Cn1cnc2c1c(=O)n(C)c(=O)n2C,-12.6%[0.0737 µM],-6.1
O=C(NCc1ccccc1F)c1ccncc1,?,/
COc1ccc(S(=O)(=O)N2CCCC2CNC(=O)C(=O)NCc2ccco2)cc1 (centres undefined),?,/
COCCn1c(=NC(=O)CSCC(=O)N2CCOCC2)sc2cc(C)ccc21,?,/
Cc1cc(C)c(NC(=O)CNC(=O)COC(=O)C2CCN(c3ccc(C(F)(F)F)cn3)CC2)c(C)c1,?,/
CCc1cccc(CC)c1NC(=O)COC(=O)c1ccc2c(c1)S(=O)(=O)c1ccccc1C2=O,14.1%,9.9
O=S(=O)(c1ccc(F)cc1)N1CCN(C(=S)NC2CC2)CC1,?,/
CCOC(=O)c1c(C)[nH]c(C(=O)COC(=O)CNC(=O)c2ccccc2Cl)c1C,7.1%,0.2
CCOc1ccccc1NC(=O)CCNS(=O)(=O)c1ccc(NC(C)=O)cc1,-2.6%,20.0
CC(=O)CC(C)(C)n1nnc(-c2ccccc2)n1,14.8%,-16.9
O=C(CCNC(=O)C1CCN(S(=O)(=O)c2ccccc2)CC1)NCc1ccc(Cl)cc1Cl,i,4.0
Cc1ccc(C(=O)CSc2nnc(-c3ccccc3N)n2C)cc1C,-0.4%,-5.9
O=c1c2ccccc2oc2nc(C3CCCCC3)n(Cc3ccco3)c(=O)c12,?,/
COc1ccc(C(=O)C(Sc2nnc(C)c(=O)[nH]2)c2ccc(OC)cc2)cc1 (centres undefined),-1.0%,0.7
CCC(=O)c1ccc(OCC(=O)Nc2ccc(N3CCOCC3)cc2N2CCOCC2)cc1,?,/
O=C1CCC(C(=O)NCc2ccc3c(c2)OCO3)N1 (centres undefined),?,/
CCOC(=O)c1cc(-c2ccc(OC)cc2OC)nn1-c1ccc(C(=O)O)cc1,?,/
C=C1CCC[C@]2(C)C[C@H]3OC(=O)C(CNC(C)(CO)CO)[C@H]3CC12 (some centres undefined),-15.1%,/
Cc1cc(OC(C)C(=O)NCC2CCCO2)cc(C)c1Cl (centres undefined),-0.4%,15.8
CCc1nnc(NC(=O)NCN2C(=O)C3C4C=CC(C4)C3C2=O)s1 (centres undefined),i,/
COCCOC(=O)C1=C(C)N(Cc2ccccc2)C(=O)NC1c1ccc(OC)cc1 (centres undefined),?,/
Cc1ccc2c(Cl)cc(Cl)c(OCc3c(C)noc3C)c2n1,?,/
COc1cccc(CNC(=O)Cc2ccc(NC3=NC4CS(=O)(=O)CC4S3)cc2)c1 (centres undefined),8.5%,13.3
COC(=O)Nc1nc2ccc(-c3n[nH]c(=O)c4ccccc34)cc2[nH]1,28.2%,0.7
CS(=O)(=O)N1CCN(C(=O)c2c(F)cccc2F)CC1,?,/
Cc1ccc2c(COC(=O)c3ccc(NC(=O)CC#N)cc3)cc(=O)oc2c1C,?,/
CC(=O)NCC(=O)N1CCCC(C(=O)c2ccc(-c3ccccc3)c(F)c2)C1 (centres undefined),-15.0%,-12.5
O=C(NCc1ccc(Cl)cc1)c1ccc(Cl)cc1[N+](=O)[O-],?,/
CCNC(=O)c1c(NC(=O)C2COc3ccccc3O2)sc2c1CCCC2 (centres undefined),?,/

# Complete entries, quoted from the list.
# `Cn1c(=O)[nH]c(=O)c2c1nc(NCCCn1ccnc1)n2Cc1ccccc1` is listed as S3 lipid droplet = 11.9%; S3 lipid droplet cell count max = /
# `Cc1sc(NC(=O)CCC(=O)O)c(C(N)=O)c1-c1ccccc1` is listed as S3 lipid droplet = ?; S3 lipid droplet cell count max = /
# `CCOC(=O)c1cc(-c2ccc(OC)cc2OC)nn1-c1ccc(C(=O)O)cc1` is listed as S3 lipid droplet = ?; S3 lipid droplet cell count max = /

# Next part:
SMILES,S3 lipid droplet,S3 lipid droplet cell count max
CCCc1cc(C(=O)Nc2cccc(Cl)c2)no1,-15.6%,-22.7
Cc1nc(Oc2ccccc2)c2ccccc2n1,?,/
Cc1ccc(Cn2ncc3c(N4CCN(C5CCCC5)CC4)ncnc32)cc1,?,/
Cc1ccc(C)c(-n2cc[nH]c2=S)c1,2.1%,-7.8
O=C(N/N=C/c1ccc(O)c2ccccc12)c1cccnc1,?,/
O=C(Nc1ccc(S(=O)(=O)N2CCCCC2)cc1)C1CCCCC1,?,/
CC(C)(C)OC(=O)N1CCN(C(=O)c2cccnc2Cl)CC1,?,/
O=C(Cc1ccc(Cl)cc1)Nc1ccc(C(=O)N2CCOCC2)cc1,?,/
CC(=O)c1ccc(S(=O)(=O)N(C)CC(=O)Nc2ccc(C)cc2)cc1,?,/
COc1ccc(N(C)S(=O)(=O)c2ccc3c(c2)oc(=O)n3C)cc1,i,-8.8
COC(=O)C1CCN(S(=O)(=O)c2ccc(OC)cc2)CC1,?,/
CCN(CC)C(=O)C1=C(C)Nc2nc3ccccc3n2C1c1cccc(OC)c1 (centres undefined),?,/
CCc1ccc(/C=N/NC(=S)NCCc2ccccc2)cc1,i,/
CSc1ccc(Cl)c(C(=O)Nc2ccc(C)cn2)c1,?,/
CCN(CC)C(=O)CSc1nc2sc3c(c2c(=O)n1CCCOC)CCC3,-1.4%,4.4
CC1=CC(=O)O[C@@H]1[C@@]1(C)C[C@H]2OC(=O)C[C@H]3[C@@H](C)C(=O)C(O)=C1[C@@]23CO,?,/
COC(=O)c1sc(S(=O)(=O)N2CCCCC2)c(C(=O)OC)c1C,?,/
Cc1ccc(S(=O)(=O)NC2(C(F)(F)F)NC(=O)N(Cc3ccccc3)C2=O)cc1 (centres undefined),?,/
COc1ccc(C2=NN(C(=O)c3cccs3)C(c3ccc(OC)cc3)C2)cc1 (centres undefined),-6.4%,-12.1
CC12CN3CC(C)(CN(C1)C3c1ccc([N+](=O)[O-])o1)C2=O (centres undefined),4.2%,8.8
CCn1c(SCC(=O)Nc2nc3ccc(OC)cc3s2)nnc1-c1ccoc1C,?,/
Cc1cc(-c2ccccc2)nn1-c1nc2c(c(=O)[nH]c(=O)n2C)n1C,?,/
COc1ccc(Oc2ccc(C(F)(F)F)cc2NC(=O)c2ccc(OC)cc2)cc1,15.3%,-2.4
COc1cc(C2C3=C(CCCC3=O)OC3=C2C(=O)CCC3)ccc1OCC(=O)Nc1ccccc1,?,/
S=C(NCC1CCCO1)N1CCc2ccccc2C1 (centres undefined),?,/
Cc1cc(C)n2nc(C(=O)OCC(=O)NC3CCCCC3)nc2n1,?,/
CC(=O)Nc1ccc(NC(=O)CSc2nc3ccccc3nc2N2CCCCC2)cc1,?,/
COc1ccccc1Nc1nc2nonc2nc1N1CCC(C)CC1,12.5%,16.7
COc1ccccc1NS(=O)(=O)c1cc(NC(=O)CC(C)(C)C)ccc1N1CCOCC1,2.7%,-8.6
Cc1ccc(C(=O)Nc2nc(-c3ccccn3)cs2)o1,?,/
O=C(Nc1ccc(F)cc1F)Nc1ccccc1C(=O)NCCN1CCNC1=O,-15.6%,9.5
COc1ccc(NC(=O)c2nc[nH]c2C(=O)N[C@@H](CC(C)C)C(=O)OC(C)(C)C)cc1,-24.1%,-16.6
CCN(CC)C(=O)Cn1cc(C(=O)C(=O)N2CCN(Cc3ccccc3)CC2)c2ccccc21,?,/
CCOC(=O)N1CCN(C(=O)c2ccc(CS(=O)Cc3ccc(C)cc3)o2)CC1 (centres undefined),?,/
Clc1ccc(-c2csc(NNC3=NCCCCC3)n2)cc1,?,/
CCCn1c(NCc2ccccn2)nc2ccccc21,5.3%,-0.7
CC(=O)c1c(C)[nH]c(C(=O)OCC(=O)Nc2ccc3[nH]c(=O)[nH]c3c2)c1C,2.0%,-18.6
CC(c1n[nH]c(=S)n1Cc1ccccc1)N(C)C (centres undefined),7.3%,24.5
CCOC(=O)N1CCN(c2ccccc2OC)CC1,?,/
COc1cc(-c2cc(C(=O)N3CCN(c4ccccn4)CC3)c3ccccc3n2)cc(OC)c1OC,?,/
O=C(NC1CCCc2ccccc21)c1cccc(S(=O)(=O)N2CCOCC2)c1 (centres undefined),?,/
COCC1CCCCN1C(=O)c1ccc2nc(Cc3ccc(OC)c(OC)c3)oc2c1 (centres undefined),?,/
COc1ccccc1C1(O)C(=O)Nc2ccccc21 (centres undefined),?,/
NC(=O)CC(NC(=O)c1cccc(Br)c1)c1ccc(N2CCC(Br)CC2)c([N+](=O)[O-])c1 (centres undefined),9.2%,3.3
CCOC(=O)c1cnc(SC)nc1N,?,/
c1ccc(-c2c[n+]3c(n2-c2ccccc2)CCC3)cc1,11.1%,16.1
C=Cn1cc[n+](CC(=O)C(C)(C)C)c1,2.0%,-13.7
CCOC(=O)c1cc2sccc2n1CC(=O)N1CCCC1,?,/
CCOC(=O)c1cc(OC(=O)c2ccccc2Br)n(-c2ccccc2)n1,?,/
O=C(COC(=O)c1ccc2c(c1)OCCO2)Nc1cc(S(=O)(=O)N2CCOCC2)ccc1Cl,?,/
